From PubChem BioAssay
HTT aggregate: qHTS Multiplex Assay to Identify Dual Action Probes in a Cell Model of Huntington: Aggregate Formation (GFP). PC12 HttQ103-GFP aggregates, Acumen cytometry, 40 h. Potency, µM (titrated, usually from 46.1 µM), for inactives: at the highest dose activity change, negative = inhibition, most hits filed as inhibitors. 220,000 compounds, 1.1% hits. AID 1688, 2009; note: % is set by controls: 0 for no effect and ±100 for the full control effect; nearly all actives have a fitted effect of over 60% in size
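Using laser scanning cytometry, GFP-positive aggregates were counted after lysis of PC12 cells induced with 100 nM tebufenozide to express HTT exon 1 Q103–GFP. Compounds were tested in titration.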
HTT ATP protect: qHTS Multiplex Assay to Identify Dual Action Probes in a Cell Model of Huntington: Cytoprotection (ATP). PC12 HTT-Q103 induced, cytoprotection, ATP luminescence, 40 h. Potency, µM (titrated, usually from 56.4 µM), for the others: cytoprotection (ATP increase), most hits filed as activators. 230,000 compounds, 0.14% hits. AID 1471, 2008;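 note: % of control where 0% means no effect; nearly all actives have a fitted effect of over 45% in size; toxic huntingtin expression switched on by the ecdysone agonist tebufenozide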
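Huntington model: PC12 line, ecdysone-inducible HTTQ103 exon1–GFP, tebufenozide 100 nM. Test articles in a dose series. Endpoint luminescence from cellular ATP.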
IMPase Li inh: qHTS Assay for Identifying the Cell-Membrane Permeable IMPase Inhibitors: Potentiation with Lithium. CHO-M1 cells, IP1 TR-FRET (IP-One), carbachol + lithium. Potency, µM (highest dose often 59.4 µM), inactives show top-dose activity, negative = IMPase inhibition, most hits filed as inhibitors. AID 1457, 2008. 210,000 compounds, 0.35% hits;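 note: IP1 builds up when IMPase is blocked and the TR-FRET signal falls; plate controls were basal vehicle for no effect and high inhibitor control for full effect; nearly all actives have a fitted effect of over 50% in size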
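Concentration–response in CHO-M1 cells, lithium-potentiated; 30 min at 37C. IP1 detected by competitive TR-FRET after 10 min lysis at RT. Hill-fitted AC50.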
GAA inhib: qHTS Assay for Inhibitors of Human alpha-Glucosidase as a Potential Chaperone Treatment of Pompe Disease; purified human GAA, 4-MU-alpha-glucoside fluorescence; Potency, µM (doses to about 76.9 µM), for the others: at the top dose activity change, negative = inhibition, actives largely listed as inhibitors; Lysosomal alpha-glucosidase (Homo sapiens), P10253; 200,000 compounds, 0.005% hits;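 note: plate controls were uninhibited enzyme wells for no effect and no-enzyme background for full effect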
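Fluorescence at Ex 365/Em 440 nm from 4-methylumbelliferone reported enzyme activity after 20 min at room temperature. Reactions used 4 nM enzyme and 400 uM substrate at pH 5.0; curves fitted with the Hill equation.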
GoLoco inh red: qHTS Assay for Inhibitors of RGS12 GoLoco Motif Activity (Red Fluorophore); Guanine nucleotide-binding protein G(i) subunit alpha-1 (Homo sapiens), P63096; Gai1:RGS12 GoLoco peptide FP, rhodamine, 10 min; Potency, µM (highest dose often 61.6 µM), for inactives: top-dose activity, negative = inhibition, actives largely listed as inhibitors; 230,000 compounds, 0.44% hits; AID 880, 2007; active = well fitted inhibition curve with a large enough effect, not every such curve was filed as active; inactive = no such curve, though single readings can be large or run the other way; note: % is set by controls: 0 for no effect and ±100 for the full control effect; nearly all actives have a fitted effect of over 30% in size; many of its hits are not listed in these tables
Target sequence (P63096 whole entry, looked up): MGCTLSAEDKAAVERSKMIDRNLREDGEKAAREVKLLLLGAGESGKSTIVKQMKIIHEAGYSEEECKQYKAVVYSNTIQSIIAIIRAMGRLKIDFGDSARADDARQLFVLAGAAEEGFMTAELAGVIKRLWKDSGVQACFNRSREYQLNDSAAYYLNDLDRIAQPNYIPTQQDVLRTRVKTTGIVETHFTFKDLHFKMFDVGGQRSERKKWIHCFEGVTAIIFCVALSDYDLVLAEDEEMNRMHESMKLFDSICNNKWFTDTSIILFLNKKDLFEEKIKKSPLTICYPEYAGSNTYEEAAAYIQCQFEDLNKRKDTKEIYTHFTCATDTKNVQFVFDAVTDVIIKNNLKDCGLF
GAA spleen mod: qHTS Assay for Inhibitors and Activators of Human alpha-Glucosidase From Spleen Homogenate; human spleen homogenate, 4-MU-alpha-glucoside fluorescence; Potency, µM (doses to about 79.9 µM), without a hit: top-dose activity change, negative = inhibition, usual class: inhibitors; 240,000 compounds, 0.006% hits; AID 2112, 2009;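 note: 0% = enzyme with vehicle and -100% = no enzyme basal signal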
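Compounds were titrated against alpha-glucosidase in spleen homogenate at pH 5.0, with 1 mM 4-methylumbelliferyl substrate for 40 min at 37 C. Reactions were quenched with pH 10 NaOH/glycine and fluorescence measured.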
GAA glycogen mod: qHTS Assay for Inhibitors and Activators of Human alpha-Glucosidase Cleavage of Glycogen; Lysosomal alpha-glucosidase (Homo sapiens), P10253; recombinant GAA, glycogen substrate, Amplex Red glucose oxidase fluorescence; Potency, µM (top dose mostly 76.4 µM), for inactives: at the top dose activity change, negative = inhibition, actives largely listed as inhibitors; 300,000 compounds, 0.38% hits; AID 2100, 2009;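 note: 0% = full enzyme reaction and -100% = no-enzyme basal signal; the screen sought inhibitors and activators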
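qHTS, 1536-well; enzyme 4 nM final; cpd up to 77 uM; substrate bovine liver glycogen 30 ug; 50 mM citrate/phosphate pH 5.0, 0.01% Tween-20; 37 C, 40 min; Amplex Red detection 45 min RT; Hill fit → AC50.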
Numbers without * were called inactive; ? = inconclusive; nt = not tested or not shown; [ ] = remark or other dose. Unless noted, calls come from the whole dose curve; as a rule, active = well fitted curve in the direction sought with a large enough effect; inconclusive = small, poorly fitted or top-dose-only effect, or another doubt; inactive = no such curve, though single readings can be large; an effect the other way counts as inactive or inconclusive. Potency is the fitted concentration of half-maximal effect. Not all compounds are listed (hit frequency here may not be typical).

SMILES	HTT aggregate	HTT ATP protect	IMPase Li inh	GAA inhib	GoLoco inh red	GAA spleen mod	GAA glycogen mod
O=C(NNc1ccccc1C(F)(F)F)c1sccc1Br	18%[9.22 µM]	9%[10 µM]	nt	-2%[15.4 µM]	7%	-11%	?
CCn1c(SCC(=O)N2CCc3ccccc32)nc2c(c1=O)SC(C)C2 (stereo not drawn)	0%	-5%	-9%[38.3 µM]	-9%	8%	5%	2%
OC(COCC(F)(F)C(F)(F)C(F)(F)C(F)F)Cn1c2ccccc2c2ccccc21 (stereo not drawn)	3%	4%[10 µM]	18%	1%	1%	-5%	-18%
O=C(CSc1nnc(-c2ccncc2)n1-c1ccc(F)cc1)NNC(=O)c1cccc(O)c1	-2%	-2%[1.9 µM]	-10%	-11%	3%	5%	7%
O=C(CSc1nnc(Cc2ccsc2)o1)c1ccccc1	32%[9.22 µM]	13%[10 µM]	nt	nt	2%	6%	3%
CC1CCN(S(=O)(=O)c2ccc(S(=O)(=O)NCC(=O)C(C)(C)C)cc2)CC1	-6%	20%[10 µM]	26%[38.3 µM]	-5%	0%	-5%	4%
CCC(=O)Nc1c(C(=O)Nc2cccc(OC)c2)oc2ccccc12	-21%	-57%[inhibitor]	18%[38.3 µM]	0%	4%	-7%	4%
CCN(CC)S(=O)(=O)c1cc(C(=O)OCC(=O)Nc2cccc(C)c2C)ccc1F	-8%	-3%[10 µM]	3%	9%	-1%	-3%	-11%
O=c1c2ccccc2nc2n1C(CSCc1ccccc1)CS2 (stereo not drawn)	11µM*	9%[10 µM]	13%	-12%	5%	-8%	4%
Cc1ccc(S(=O)(=O)CNC(=S)c2cccc(Cl)c2)cc1	1%	9%[10 µM]	2%	-1%	-7%	-9%	1%
COc1ccc(NS(=O)(=O)c2cc(NC(=O)c3ccc(F)cc3)ccc2OC)cc1	6%	4%[10 µM]	0%	6%	13%	-1%	3%
O=C(/C=C/c1ccc2c(c1)OCCO2)c1ccc(O)cc1	7%[9.22 µM]	1%[10 µM]	nt	-5%[15.4 µM]	1%	-18%	-4%
CCCCC/C=C\C/C=C\C/C=C\C=C\C(O)CCCC(=O)O (stereo not drawn)	nt	-12%	7%	nt	6%	0%	nt
COc1ccc(CCNC(=O)c2nnn(CC(=O)Nc3cccc(F)c3)c2N)cc1OC	23%	-22%	8%	-10%	-2%	-12%	0%
O=C(CSc1nc2ccccc2s1)N1CCN(C(=O)c2ccco2)CC1	9%	-6%[10 µM]	14%	6%	6%	7%	13%
COC(=O)[C@@]1(Cc2ccc(OC)cc2)[C@H]2c3cc(C(=O)N(C)C)n(Cc4ccc(C(F)(F)F)nc4)c3C[C@H]2CN1C(=O)c1ccccc1	nt	-62%[inhibitor]	7%	nt	16%	4%	nt
CCN(CC)S(=O)(=O)c1cccc(NC(=O)COC(=O)/C=C/c2ccco2)c1	-8%[9.22 µM]	-1%[10 µM]	8%	-9%	29%	-1%	-3%
CCOC(=O)N1CCc2c(sc(NC(=O)CN3CCN(C)CC3)c2C(=O)Nc2ccccc2)C1	10%	-41%	-13%	0%	61%[activator]	-2%	4%
COC(=O)c1ccc(Oc2nc(NC(C)C)nc(N(C)C)n2)cc1	12%	-8%[10 µM]	3%[38.3 µM]	-2%	1%	-8%	-1%
COc1ccc(OC)c(/C=N/c2oc(-c3ccco3)c(-c3ccco3)c2C#N)c1	-3%	-5%	nt	-3%	nt	-6%	-30%
O=C(CC1Sc2ccccc2NC1=O)c1ccc(Br)cc1 (stereo not drawn)	1%	-26%[10 µM]	-1%	0%	-2%	9%	2%
O=C(NNC(=O)C1CCN(S(=O)(=O)c2cccc(Cl)c2)CC1)C1CC1	16%[9.22 µM]	13%[10 µM]	nt	nt	1%	4%	-11%
CCOc1cccc(-c2nnc(SCC(=O)Nc3cccc(OC)c3)n2N)c1	5%	-29%[0.074 µM]	nt	3%	nt	3%	-14%
O=c1c2cc(NC(=S)NCCCN3CCC(Cc4ccccc4)CC3)ccc2nc2n1CCCCC2	-27%	-32%[inhibitor]	23%	1%	8%	-21%	-3%

One compound at a time, as listed above:
`COC(=O)c1ccc(Oc2nc(NC(C)C)nc(N(C)C)n2)cc1` in the list: HTT aggregate = 12%; HTT ATP protect = -8%[10 µM]; IMPase Li inh = 3%[38.3 µM]; GAA inhib = -2%; GoLoco inh red = 1%; GAA spleen mod = -8%; GAA glycogen mod = -1%
`COC(=O)[C@@]1(Cc2ccc(OC)cc2)[C@H]2c3cc(C(=O)N(C)C)n(Cc4ccc(C(F)(F)F)nc4)c3C[C@H]2CN1C(=O)c1ccccc1` in the list: HTT aggregate = nt; HTT ATP protect = -62%[inhibitor]; IMPase Li inh = 7%; GAA inhib = nt; GoLoco inh red = 16%; GAA spleen mod = 4%; GAA glycogen mod = nt

(continued)
SMILES	HTT aggregate	HTT ATP protect	IMPase Li inh	GAA inhib	GoLoco inh red	GAA spleen mod	GAA glycogen mod
COc1ccc(/C=N/Nc2ncc(C(F)(F)F)cc2Cl)cc1OC	5%	nt	0%	2%	0%	-10%	-3%
O=C(Nc1cccc(S(=O)(=O)NC2=NCCCCC2)c1)c1cc(-c2ccncc2)nc2ccccc12	8%	-34%[inhibitor]	12%	-1%	20%	1%	5%
COc1ccccc1NC(=O)CN1CCN(c2ccccc2)CC1	-11%[9.22 µM]	-35%[inhibitor]	3%	11%	16%	-13%	21%
COc1ccc(/C=N/NS(=O)(=O)c2ccccc2)cc1OC(=O)c1ccc(C)cc1	-6%	-16%	8%[38.3 µM]	0%	7%	-14%	-18%
CCSC1=C(C#N)C(c2ccc(OC)c(OC)c2)CC(=O)N1 (stereo not drawn)	-2%	9%	26%[38.3 µM]	-6%	8%	0%	1%
COc1ccc(Br)cc1C(=O)Nc1ccc(N2CCN(S(C)(=O)=O)CC2)cc1	0%	3%	10%[38.3 µM]	-2%	-3%	-1%	4%
N#CCc1ccc(C(=O)c2ccccc2F)s1	-9%	-4%[10 µM]	18%[38.3 µM]	-1%	175%[activator]	-20%	-8%
CC1CC(C)CN(C(=O)CSc2nc(Cc3cccs3)nc3ccccc23)C1 (stereo not drawn)	?	-48%[inhibitor][10 µM]	21%[38.3 µM]	-17%	8%	-2%	-3%
Cc1ccccc1CN1C[C@@H]2C[C@@H](c3cn[nH]c3-c3ccc(F)cc3)N3CCC[C@@]23C1=O	14%[9.22 µM]	-10%[10 µM]	10%	3%	19%	0%	13%
CCn1c(CCNC(=O)c2ccc(Cl)cc2)n[nH]c1=S	-12%	3%	21%[38.3 µM]	?	4%	-3%	0%

Taken from the listing for reference:
SMILES	HTT aggregate	HTT ATP protect	IMPase Li inh	GAA inhib	GoLoco inh red	GAA spleen mod	GAA glycogen mod
CCCCC/C=C\C/C=C\C/C=C\C=C\C(O)CCCC(=O)O (stereo not drawn)	nt	-12%	7%	nt	6%	0%	nt
COc1ccc(CCNC(=O)c2nnn(CC(=O)Nc3cccc(F)c3)c2N)cc1OC	23%	-22%	8%	-10%	-2%	-12%	0%
O=C(CSc1nc2ccccc2s1)N1CCN(C(=O)c2ccco2)CC1	9%	-6%[10 µM]	14%	6%	6%	7%	13%
COC(=O)[C@@]1(Cc2ccc(OC)cc2)[C@H]2c3cc(C(=O)N(C)C)n(Cc4ccc(C(F)(F)F)nc4)c3C[C@H]2CN1C(=O)c1ccccc1	nt	-62%[inhibitor]	7%	nt	16%	4%	nt
CCN(CC)S(=O)(=O)c1cccc(NC(=O)COC(=O)/C=C/c2ccco2)c1	-8%[9.22 µM]	-1%[10 µM]	8%	-9%	29%	-1%	-3%
CCOC(=O)N1CCc2c(sc(NC(=O)CN3CCN(C)CC3)c2C(=O)Nc2ccccc2)C1	10%	-41%	-13%	0%	61%[activator]	-2%	4%
COC(=O)c1ccc(Oc2nc(NC(C)C)nc(N(C)C)n2)cc1	12%	-8%[10 µM]	3%[38.3 µM]	-2%	1%	-8%	-1%
COc1ccc(OC)c(/C=N/c2oc(-c3ccco3)c(-c3ccco3)c2C#N)c1	-3%	-5%	nt	-3%	nt	-6%	-30%
O=C(CC1Sc2ccccc2NC1=O)c1ccc(Br)cc1 (stereo not drawn)	1%	-26%[10 µM]	-1%	0%	-2%	9%	2%
O=C(NNC(=O)C1CCN(S(=O)(=O)c2cccc(Cl)c2)CC1)C1CC1	16%[9.22 µM]	13%[10 µM]	nt	nt	1%	4%	-11%
CCOc1cccc(-c2nnc(SCC(=O)Nc3cccc(OC)c3)n2N)c1	5%	-29%[0.074 µM]	nt	3%	nt	3%	-14%
